# HEK293 tox: kills HEK 293 cells; Potency, µM (doses to about 115 µM), without a hit: top-dose activity change, negative = cytotoxicity, usual class: inhibitors; AID 1345083; HEK 293 viability, ATP luminescence (CellTiter-Glo), 48-72 h; 94,000 compounds, 6.6% hits; note: potency is the fitted concentration of half-maximal effect; nearly all actives have a fitted effect of over 60% in size
#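 Luminescence from cellular ATP, measured with CellTiter-Glo, indicates HEK 293 viability. Cells plated at 250 cells/well are treated with compound for 48 or 72 hr at 37 degree Celsius before reagent addition.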
# SNCA expr inh: inhibitors of alpha-synuclein (SNCA) gene expression; HEK-293 SNCA-luciferase knock-in, luminescence, 24 h; Potency, µM (top dose mostly 57.2 µM), for inactives: at the highest dose activity change, negative = inhibition, most hits filed as inhibitors; 140,000 compounds, 0.17% hits;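 note: potency is the fitted concentration of half-maximal effect; plate controls were DMSO cells for no effect and cell-free wells for full effect; nearly all actives have a fitted effect of over 45% in size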
# Luciferase inh: blocks purified firefly luciferase enzyme activity | purified P. pyralis luciferase, luminescence, biochemical | Potency, µM (highest dose often 115 µM), without a hit: at the highest dose activity change, negative = inhibition, most hits filed as inhibitors | 76,000 compounds, 2.5% hits | AID 1347043; note: potency is the fitted concentration of half-maximal effect; nearly all actives have a fitted effect of over 65% in size
#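 Purified 10nM P. pyralis luciferase with 10uM D-luciferin and 10uM ATP in 50mM Tris acetate pH 7.5, 10mM Mg acetate, 0.01% Tween-20, 0.05% BSA. qHTS titration; luminescence read by CCD imager.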
# 3T3 cytotox: kills NIH 3T3 cells; NIH 3T3 viability, CellTiter-Glo ATP luminescence, 48-72 h; Potency, µM (top dose mostly 96.7 µM), for the others: at the top dose activity change, negative = cytotoxicity, actives largely listed as inhibitors; 94,000 compounds, 4.3% hits; AID 1345082; note: potency is the fitted concentration of half-maximal effect; nearly all actives have a fitted effect of over 55% in size
#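 NIH 3T3 cells at 400 cells/well received 23 nL of compound by pintool and were incubated 48 or 72 h at 37 °C. Viability was read as ATP-coupled CellTiter-Glo luminescence.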
# GPT2 inhibitor: blocks human glutamate pyruvate transaminase 2; Potency, µM (top dose mostly 57.7 µM), for inactives: top-dose activity change, negative = inhibition, hits mostly inhibitors; 100,000 compounds, 0.25% hits; Recombinant GPT2, coupled pyruvate oxidase/HRP Amplex Red fluorescence; Q8TD30; note: potency is the fitted concentration of half-maximal effect; nearly all actives have a fitted effect of over 60% in size; many of its hits are not listed in these tables
# Target sequence (Q8TD30 whole entry, looked up): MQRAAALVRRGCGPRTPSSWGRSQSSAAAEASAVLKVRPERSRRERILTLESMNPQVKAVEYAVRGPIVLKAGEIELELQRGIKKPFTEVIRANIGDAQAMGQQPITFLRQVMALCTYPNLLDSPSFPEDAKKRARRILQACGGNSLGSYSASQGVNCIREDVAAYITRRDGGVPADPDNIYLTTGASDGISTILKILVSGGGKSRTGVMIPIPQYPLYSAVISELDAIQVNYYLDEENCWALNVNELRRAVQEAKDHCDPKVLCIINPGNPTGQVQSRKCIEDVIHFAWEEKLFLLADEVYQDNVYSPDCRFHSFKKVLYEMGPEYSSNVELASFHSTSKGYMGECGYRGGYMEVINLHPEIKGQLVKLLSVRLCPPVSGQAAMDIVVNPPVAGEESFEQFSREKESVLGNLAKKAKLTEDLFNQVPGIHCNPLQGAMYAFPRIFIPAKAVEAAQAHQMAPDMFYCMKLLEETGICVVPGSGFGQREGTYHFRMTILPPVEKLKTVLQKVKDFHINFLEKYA
#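 Fluorescence of coupled pyruvate oxidase/HRP/Amplex Red system (50uM Amplex, 30 min, dark) reports pyruvate formed by GPT2. Enzyme reaction: 10ng/uL GPT2, 2mM L-alanine, 250uM a-KG, 30 min room temperature, pH 7.5; 50uM AOA control.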
# IP6K1 inh: blocks human inositol hexakisphosphate kinase 1 | IP6K1 kinase, ADP-Glo luminescence, 2 h; stronger effect = lower value | activity change, % (series mostly up to about 58 µM) | 140,000 compounds, 0.81% hits | AID 1645851; in the data active = activity change below about -25%
# Target sequence (Q92551 whole entry, looked up): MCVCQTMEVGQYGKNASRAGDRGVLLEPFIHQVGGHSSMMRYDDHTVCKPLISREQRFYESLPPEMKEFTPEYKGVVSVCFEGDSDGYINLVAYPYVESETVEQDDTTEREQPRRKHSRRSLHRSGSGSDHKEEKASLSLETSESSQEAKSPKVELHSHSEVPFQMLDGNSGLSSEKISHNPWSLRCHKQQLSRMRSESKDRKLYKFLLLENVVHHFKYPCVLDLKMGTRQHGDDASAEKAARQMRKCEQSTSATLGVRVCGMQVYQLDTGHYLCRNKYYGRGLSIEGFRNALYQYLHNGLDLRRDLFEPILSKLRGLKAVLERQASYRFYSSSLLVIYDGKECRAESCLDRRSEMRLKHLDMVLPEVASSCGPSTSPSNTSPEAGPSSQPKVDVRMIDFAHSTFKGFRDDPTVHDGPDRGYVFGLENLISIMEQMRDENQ
#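 ADP-Glo luminescence measures ADP made by human IP6K1 during a 2 h RT reaction with ATP/IP6 (mix at 1.3 mM/130 uM); top library doses 57.5 and 19.1 uM final.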
# HEK293 viab: reduces viability of HEK-293 SNCA reporter cells | 150,000 compounds, 0.12% hits | AID 1671193 | HEK-293-SNCA-luc viability, GF-AFC fluorescence, 24 h | Potency, µM (doses to about 57.1 µM), without a hit: at the top dose activity change, negative = cytotoxicity, usual class: cytotoxic;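 note: potency is the fitted concentration of half-maximal effect; 0% = DMSO-treated cells and -100% = medium-only wells without cells; nearly all actives have a fitted effect of over 30% in size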
#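 Cytotoxicity counterscreen: after 24 h compound treatment of genome-edited SNCA-luciferase HEK-293 cells, live-cell protease substrate GF-AFC read by fluorescence after 30 min; activity scaled between DMSO (0%) and medium-only (-100%), curves Hill-fitted.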
# Numbers without * were called inactive; i = inactive; ? = inconclusive; / = not tested or not shown; [ ] = dose if it differs, or a comment. Unless noted, calls come from the whole dose curve; as a rule, active = well fitted curve in the direction sought with a large enough effect; inconclusive = small, poorly fitted or top-dose-only effect, or another doubt; inactive = no such curve, though single readings can be large; an effect the other way counts as inactive or inconclusive. Unless noted, % is set by controls: 0 for no effect and ±100 for the full control effect.
molecule,HEK293 tox,SNCA expr inh,Luciferase inh,3T3 cytotox,GPT2 inhibitor,IP6K1 inh,HEK293 viab
CCOCCNC(=O)C1CCCN1C(=O)c1cccc(-c2cccc(OC)c2)c1 (configuration not stated),-29%,1%,/,-23%,?,-3,-3%[12.5 µM]
Cc1nnc2c(N3CCN(c4ccc(F)cc4)CC3)nc3ccc(C(=O)c4ccccc4)cc3n12,/,22%,/,/,/,26,9%
Cc1ccccc1CNC(=O)Nc1ccc2c(c1)N(C)C(=O)c1ccccc1S2,/,?,/,/,/,53,-9%
O=C(C1CN(S(=O)(=O)c2cccnc2)CC12CCCCC2)N1CCc2ccccc2C1 (configuration not stated),?,25%,0%,-27%,4%,9,-15%
CC(C)N1C[C@@H](COCc2ccccc2)[C@H](c2ccccc2)[S+]1(=O)[O-],?,/,/,?,/,7,/
Cc1ccc(C)c(N2CCN(CCCNC(=O)c3ccc4nc(C(C)C)oc4c3)CC2)c1,/,-28%,/,/,/,4,-15%
Cc1cccc(-n2nc(C)c(CCC(=O)N(C)C(C)C)c2Oc2ccccc2C)c1,?,?,-9%,28µM*,i,2,?
COc1ccc([C@@H](NC(=O)CN2CCc3ccccc3C2)C2CC(O)C2)cn1 (some centres not stated),-5%,-7%,2%,-7%,i,15,1%
O=C(NCc1ccccc1C(F)(F)F)c1cc2n(n1)CC(c1ccc3c(c1)OCO3)OC2 (configuration not stated),?,?,-10%,?,i,0,4%
CN(C)CCc1c[nH]c2ccc(Cn3cncn3)cc12,/,2.7µM*,/,/,-3%,/,?
Cc1cc(F)ccc1NC(=O)C1CCN(S(=O)(=O)c2ccc3c(c2)CCCC(=O)N3)CC1,/,21%,/,/,/,19,1%
Cc1cc2cc(-c3c(C)noc3C)nc(Nc3ccc(Cl)cc3)c2o1,?,-13%[87.6 µM],-3%[172 µM],-23%[138 µM],-4%[88.5 µM],16,-15%[87.6 µM]
CC(=O)N1CCCC1C(=O)N1CCC(N2Cc3ccccc3C2=O)CC1 (configuration not stated),i,-11%,/,-9%,i,6,-4%
Cc1nn(-c2ccc(C(C)C)cc2)c(C)c1[C@@H]1C=C[C@@H](NCc2ccccc2)C1,25µM*,-33%[87.6 µM],63µM*,11µM*,5%[88.5 µM],-14,?
CN(C)C(C(=O)N1CCC(F)(F)CC1)c1ccccc1F (configuration not stated),i,2%,8%,-2%,i[11.5 µM],11,12%
COc1cccc(F)c1-c1ccc2c(n1)c(=O)ncn2Cc1ccccc1,2%[172 µM],1%[87.6 µM],1%[172 µM],?,0%[88.5 µM],8,-7%[87.6 µM]
CN1[C@@H](CCC(=O)NCc2cccnc2)CNC(=O)[C@@H]2[C@H]1CCN2Cc1ccccc1,-27%[172 µM],20%[87.6 µM],14%[172 µM],-29%[174 µM],-40%[88.5 µM],36,5%[87.6 µM]
CCCC(=O)N(c1ccc2oc(C)c(C(C)=O)c2c1)S(=O)(=O)c1ccc(C)cc1,/,-27%,/,/,/,3,-3%
Cc1cc(SCC(=O)NCc2ccccc2)nc(=O)[nH]1,/,-8%,/,/,/,-10,-5%
COc1ccc(C(=O)N2CCc3nc(C4CC4)nc(-c4ccc(Cl)cc4)c3CC2)cc1,?,5%,-2%,-12%,i,4,2%
N#CC(CCCN1CCN(/N=C/c2cccnc2)CC1)(c1ccccc1)c1ccccc1,/,/,/,/,-1%,0,-3%
O=C(CCSCc1ccccc1F)N1CCN(c2ccc(F)cc2)CC1,/,56%[activator],/,/,/,-14,7%
O=C(COc1ccc(Cl)cc1)Nc1ccccc1OCc1cc(=O)n2ccccc2n1,/,34%[activator],/,/,/,7,5%
Cc1cc(C)cc(NC(=O)C(=O)NCCCN2CCOCC2)c1,/,6%,/,/,/,13,0%
CCN1c2cc(C(=O)Nc3ccc(N(C)C)cc3)ccc2C(=O)N2CCCCC21 (configuration not stated),45µM*,63%[activator],11µM*,?,-29%,3,-12%[12.5 µM]
CCNC(=O)OC1CCN(C(=O)c2ncoc2-c2ccccc2)CC(=O)N(C)c2ccccc21 (configuration not stated),2%,/,/,?,/,8,/
COc1ccccc1N1CCN(C(=O)CSc2nc(C)cc(=O)[nH]2)CC1,/,3%,/,/,/,3,-10%
CCOC(=O)[C@H]1[C@@H](O)C(=O)N(Cc2ccccc2)C12CCN(C(=O)Nc1ccc3c(c1)OCO3)CC2,-11%,/,/,?,/,2,/
CN1CC(=O)N2C(Cc3c([nH]c4ccccc34)[C@H]2c2ccc3c(c2)OCO3)C1=O (some centres not stated),/,29%,/,/,3%,/,-1%
COCCCNC(=O)C(NC(=O)C1CC1)C1CCN(C(=O)c2ccccc2)CC1 (configuration not stated),-18%,-11%,-13%,-18%,1%,-3,?
COc1cccc2c1cc1c(=O)n(CC(=O)NC3CCCCC3)nc(C)n12,/,-1%,/,/,/,-13,7%
Cc1nn(-c2ccccc2)c2c1C(C1CC1)N(CC1CN(C(=O)c3ccc(C(F)(F)F)cc3)C1)C2=O (configuration not stated),1%,/,/,-7%,/,10,/
Cc1ncsc1C(=O)N1CCNc2cnc(Nc3cccc(C(F)(F)F)c3)nc2C1,?,-10%,-3%,?,-13%,-19,-2%
O=C(O)COCC(=O)N1CC[C@H](c2nc3ccccc3[nH]2)C1,-7%[172 µM],33%[activator][87.6 µM],10%[172 µM],i,-1%[88.5 µM],-5,3%[87.6 µM]
O=C(NCc1ccc(Cl)cc1)c1ccc(CNS(=O)(=O)c2ccc(F)cc2)cc1,/,-9%,/,/,/,-3,13%
Cc1ccc(F)cc1NC(=O)c1cc(-c2ccc[nH]2)n[nH]1,?,72%[activator],40µM*,-29%,i,10,-16%
CNC(=O)c1cc(C2CC2)nc2c1c(C1CCN(C(=O)C3CC3)C1)nn2C (configuration not stated),0%,/,/,-21%,/,-1,/
Fc1cccc(Cl)c1CNc1n[nH]c(-c2ccco2)n1,/,28%,/,/,/,4,-10%
Cc1c(C(=O)Nc2cccc(C(F)(F)F)c2)oc2ccc3c(c12)C(=O)CC(C)(C)O3,/,116%[activator],/,/,/,7,6%
CCOc1ccccc1C(=O)NC1CCN(c2cc(-c3ccccc3)[nH]n2)C1 (configuration not stated),?,-1%,7%,?,?,0,-20%
O=C1c2cnc(-c3ccsc3)nc2OCCN1c1cccc(C(F)(F)F)c1,100µM*,72%[activator][87.6 µM],63µM*,112µM*,-20%[88.5 µM],-8,-19%[87.6 µM]
COc1cccc([S+](=O)([O-])N2CCCC3(C2)C(=NC2CCCC2)NC(=O)N3c2cccnc2)c1 (configuration not stated),i,-27%,/,i,i,-15,-6%
COc1ccc(CNC(=O)N2CCCCCCNC(=O)[C@@H]3CCCC[C@@H]32)cc1,-3%,-10%,-1%,-24%,i,-7,-7%
Cn1ccc2c(OCC(=O)Nc3cc(C(F)(F)F)ccc3Cl)cccc2c1=O,/,2%,/,/,/,12,0%
CCc1ccc(NC(=O)c2cc(S(=O)(=O)N3CCCCCC3)ccc2F)cc1,/,39%,/,/,/,5,11%
COc1cccc(C(=O)Nc2ccc(S(=O)(=O)N(Cc3ccccc3)c3ccccc3)cc2)c1,/,61%[activator],/,/,/,-13,-13%
CCOc1ccc(CN2CCc3nc(N(C)C)[nH]c(=O)c3CC2)cc1,-23%,-5%,-3%,i,-15%,8,-1%
CCC(c1cccs1)N1C(=O)[C@H]2CN(S(=O)(=O)c3ccc(C(C)C)cc3)C[C@H]2C1=O (some centres not stated),-25%,-26%,3%,-17%,0%,10,8%
O=C(NC1CCCCC1)N1CCN(c2ccc(Cl)nn2)C(=O)C1,-11%,32%[activator],/,-14%,-7%,-1,-1%
COc1cccc(C(=O)N2CCN(c3ccnc4ccnn34)CC2)c1,?,-1%[87.6 µM],/,?,2%[88.5 µM],-11,-4%[87.6 µM]

# Whole records from above.
# `Cc1nnc2c(N3CCN(c4ccc(F)cc4)CC3)nc3ccc(C(=O)c4ccccc4)cc3n12` reads HEK293 tox: /; SNCA expr inh: 22%; Luciferase inh: /; 3T3 cytotox: /; GPT2 inhibitor: /; IP6K1 inh: 26; HEK293 viab: 9%
# `CNC(=O)c1cc(C2CC2)nc2c1c(C1CCN(C(=O)C3CC3)C1)nn2C` (configuration not stated) reads HEK293 tox: 0%; SNCA expr inh: /; Luciferase inh: /; 3T3 cytotox: -21%; GPT2 inhibitor: /; IP6K1 inh: -1; HEK293 viab: /

# The list continues:
molecule,HEK293 tox,SNCA expr inh,Luciferase inh,3T3 cytotox,GPT2 inhibitor,IP6K1 inh,HEK293 viab
CCOC(=O)C1CCCN(C(=O)c2ccc(NC(=O)c3nsc4ccccc34)cc2)C1 (configuration not stated),/,87%[activator],/,/,/,46,-3%
O=C1CC(c2noc(-c3ccccc3OC(F)(F)F)n2)CN1C1CCCCC1 (configuration not stated),?,?,-15%,?,?,-6,-10%
CC(C)(C)c1oc(C(N)=O)cc1CN1CCC2(CCCNC2=O)C1 (configuration not stated),-19%,-1%,8%,-6%,i,2,-4%
O=C(NCC1CCOCC1)Nc1cc(F)c(F)c(F)c1,-5%,44%[activator],-15%,-16%,i,20,10%
COc1cccc(-c2cn3c(n2)sc2cc(C(=O)NCCCc4ccccc4)ccc23)c1,/,122%[activator],/,/,/,1,-1%
CS(=O)(=O)N1CCC(OC2CCN(C(=O)Nc3ccc(Cl)cc3F)CC2)CC1,?,-19%,6%,-25%,i,7,5%
COc1ccc(C2Cn3nnc(C(=O)NCc4ccc(F)c(Cl)c4)c3CO2)cc1 (configuration not stated),-4%,-2%,21%,i,-5%,4,-3%
CN(c1ccc(F)cc1)S(=O)(=O)N1CCCC(C(=O)NCCc2ccccc2)C1 (configuration not stated),/,21%,/,/,/,0,8%
O=C(CCCCc1ccc2ccccc2c1)C(F)(F)F,/,/,/,/,-3%[88.5 µM],-6,-6%[87.6 µM]
C[S+](=O)([O-])c1ccc(-c2nccc3c(=O)cc(-c4cccnc4)oc23)cc1,?,-5%[87.6 µM],9%[172 µM],25µM*,?,-23,7%[87.6 µM]
Cc1cccc(C)c1-c1nc(C(=O)NCc2ccc3c(c2)OCO3)n2ccccc12,?,29%,2%,?,i,6,5%
CC(C(=O)NCC1CCCO1)N1C(=O)COc2ccc(C(=O)COc3cccc(Cl)c3)cc21 (configuration not stated),?,18%,-11%,-22%,0%,5,-10%
COCCN1CCC(CN(Cc2ccncc2)C(=O)c2ccc(=O)n(C)n2)CC1,i,-30%,5%,1%,-4%[11.5 µM],-13,0%
